LEDGF integ inh: blockers of LEDGF/p75-dependent integrase strand transfer – biochemical, TR-FRET, high throughput, primary screen; HIV-1 integrase (with human LEDGF/p75); TR-FRET IN-LEDGF/p75 DNA integration, Eu/Cy5; inhibition, % at 3.7 µM; hit rate 0.64% among 370,000; AID 743269, 2014;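 active = inhibition above the screen-wide mean plus 3 SD, cut at about 13% in these data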;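 note: signal is the Cy5 over europium emission ratio at 671 and 618 nm; 0% = plate median of compound wells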
TDP2 absorb: human TDP2 enzyme inhibitors, primary screen, biochemical, epi absorbance, recombinant enzyme; inhibition, % at 12.8 µM; hit rate 0.34% among 370,000; T5PNP hydrolysis, p-nitrophenol absorbance 415 nm; AID 720702, 2013;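 active = inhibition above the mean of all tested compounds plus 3 SD, set per campaign, cut at about 25% in these data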;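 note: 0% = DMSO with enzyme and 100% = buffer with substrate but no TDP2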
Target sequence (O95551 whole entry, looked up): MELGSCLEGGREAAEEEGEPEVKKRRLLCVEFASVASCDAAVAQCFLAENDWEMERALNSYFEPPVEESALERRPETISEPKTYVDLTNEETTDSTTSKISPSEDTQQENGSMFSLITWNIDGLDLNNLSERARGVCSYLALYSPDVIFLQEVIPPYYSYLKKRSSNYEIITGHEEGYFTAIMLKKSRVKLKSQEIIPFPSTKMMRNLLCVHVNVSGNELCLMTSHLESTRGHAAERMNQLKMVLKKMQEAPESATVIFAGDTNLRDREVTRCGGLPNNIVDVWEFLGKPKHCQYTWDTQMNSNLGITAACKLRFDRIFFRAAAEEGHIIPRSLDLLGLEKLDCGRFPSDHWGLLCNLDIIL
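Assay system: recombinant human TDP2 / Reagent: T5PNP substrate at 5 mM, a TopII-DNA adduct mimic / Measured by: epi absorbance from released p-nitrophenol / Evaluation: % inhibition relative to enzyme-containing and enzyme-free wells / Control set: enzyme-free and DMSO wells / Replicates: each compound tested once, singlicate / Schedule: enzyme reaction with compound for 2 h at 37 °C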
ASAP1 inh: inhibitors of human ASAP1 ArfGAP activity, primary screen, biochemical, fluorescence polarization | ASAP1-stimulated ARF1 GTP hydrolysis, GDP FP detection | inhibition, % at 16.5 µM | hit rate 0.19% among 360,000 | AID 624377, 2012; in the data active = inhibition above about 25%;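 note: 0% = vehicle with enzyme and substrate and 100% = no enzyme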
ARFGAP1 inhibitor: inhibitors of rat ARFGAP1 GAP activity, primary screen, biochemical, fluorescence polarization, GDP tracer | Arfgap1-stimulated ARF1 GTP hydrolysis, GDP FP detection | inhibition, % at 16.5 µM | hit rate 0.26% among 360,000;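 active = inhibition above a per-plate limit, mean inhibition of low control wells plus 3 SD, cut at about 25% in these data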;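 note: 0% = DMSO wells with enzyme and 100% = wells lacking Arfgap1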
Target sequence (Q62848 1-136 limits assumed): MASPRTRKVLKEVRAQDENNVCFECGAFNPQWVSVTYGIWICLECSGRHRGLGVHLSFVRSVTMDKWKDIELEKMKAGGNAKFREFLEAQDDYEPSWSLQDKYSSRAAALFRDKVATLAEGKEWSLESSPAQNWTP
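material = rat Arfgap1 catalytic domain, aa 1-136 | also added = human ARF1(Δ1-17)-GTP substrate | compound dosing = one concentration, 16.5 µM, DMSO 1.26% | times = GTP hydrolysis reaction 2 h at 25 °C | measured by = FP, GDP Alexa 633 tracer displaced from anti-GDP antibody, 620/688 nm | evaluation = percent inhibition of Arfgap1-stimulated GTP hydrolysis | replication = single well per compound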
ADAM10 inh: human ADAM10 inhibitors, primary screen, biochemical, QFRET, HTS. inhibition, % at 7 µM. hit rate 0.62% among 370,000. recombinant ADAM10, EDANS/DABCYL FRET peptide cleavage, 3 h;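 active = inhibition above a per-campaign cutoff equal to the mean of compounds falling between control-based bounds plus 3 SD, cut at about 20% in these data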;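 note: 0% = DMSO wells while the 100% control is not disclosed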
Target sequence (O14672 214-748 limits assumed): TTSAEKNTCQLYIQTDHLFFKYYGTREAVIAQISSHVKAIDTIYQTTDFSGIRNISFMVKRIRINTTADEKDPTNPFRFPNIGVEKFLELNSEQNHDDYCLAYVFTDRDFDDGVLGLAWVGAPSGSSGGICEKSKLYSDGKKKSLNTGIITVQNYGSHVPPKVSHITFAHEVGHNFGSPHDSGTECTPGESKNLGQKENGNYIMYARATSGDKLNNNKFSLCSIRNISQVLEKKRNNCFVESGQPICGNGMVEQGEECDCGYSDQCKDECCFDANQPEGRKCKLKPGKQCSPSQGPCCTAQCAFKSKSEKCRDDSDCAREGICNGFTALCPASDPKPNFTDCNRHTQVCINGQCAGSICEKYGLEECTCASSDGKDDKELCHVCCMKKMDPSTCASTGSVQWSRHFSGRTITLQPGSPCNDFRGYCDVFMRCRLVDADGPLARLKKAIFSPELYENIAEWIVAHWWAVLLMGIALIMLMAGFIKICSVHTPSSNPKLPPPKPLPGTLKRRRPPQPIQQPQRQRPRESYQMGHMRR
proKLK7 act: proKLK7 zymogen activators, primary screen, biochemical, fluorescence intensity | activation, % at 7 µM | Kallikrein-7 (Homo sapiens), P49862 | purified proKLK7, EDANS-DABCYL substrate fluorescence; 100% is mature enzyme control, 0% vehicle | hit rate 0.9% among 370,000 | AID 652039, 2013;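 active = activation above the mean of all tested compounds plus 3 SD, computed per campaign excluding outliers beyond control limits, cut at about 13% in these data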
PLC-gamma1 inh: PLC-gamma1 enzyme inhibitors, primary screen, biochemical, fluorescence, purified enzyme; hit rate 0.84% among 370,000; AID 720700, 2013; inhibition, % at 12.2 µM; 1-phosphatidylinositol 4,5-bisphosphate phosphodiesterase gamma-1 (Homo sapiens), P19174; fluorogenic substrate; in the data active = inhibition above about 9.5%
DDE Tn7 FP inh: inhibitors of Tn7 peptide binding to fibrin DD(E), primary screen, biochemical, fluorescence polarization, human fibrin, Tn7 probe; inhibition, % at 8.3 µM; FP displacement of FITC-Tn7 peptide from fibrin DD(E); 0% = median of compound wells per plate; Fibrinogen beta chain (Homo sapiens), P02675; hit rate 0.13% among 370,000; AID 720508, 2013;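 active = inhibition above the mean of compounds falling within the control limits plus 3 SD of them, cut at about 14% in these data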;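 note: 0% = plate median of compound wells and 100% = 10 µM Aha-Tn7 peptide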
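Assay system: human fibrin DD(E) protein / Input: 2 µM fibrin DD(E) / Benchmarks: high control of 10 µM Aha-Tn7 peptide / Measured by: fluorescence polarization of the labelled Tn7 tracer / Medium: Tris buffer with calcium and detergent, pH 7.8 / Timing: 10 min compound pre-incubation, 3 h probe incubation at room temperature / Repeats: one replicate per compound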
ADAM17 inh: ADAM17 inhibitors, primary screen, biochemical, QFRET. AID 720648, 2013. Disintegrin and metalloproteinase domain-containing protein 17 (Homo sapiens), P78536. inhibition, % at 6.95 µM. recombinant ADAM17, EDANS/DABCYL FRET peptide cleavage. hit rate 0.83% among 370,000;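 active = inhibition above the mean of compounds lying between control limits plus 3 SD, set per campaign, cut at about 8.5% in these data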;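 note: 0% = DMSO-only wells as the low control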
Tn6 DDE FP: inhibitors of Tn6 peptide binding to fibrin DD(E), primary screen, biochemical, fluorescence polarization, human fibrin, Tn6 probe; inhibition, % at 8.3 µM; hit rate 0.21% among 370,000; Fibrin DD(E) TRITC-Tn6 fluorescence polarization displacement; AID 720509, 2013; Fibrinogen beta chain (Homo sapiens), P02675;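 active = inhibition above a per-campaign cutoff: mean of compounds within control limits plus 3 SD, cut at about 15% in these data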;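 note: 0% = median of all compound wells on the plate and 100% = blocking peptide control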
The depositor's hits bear a star; i = inactive. This is a random part of the collection; 4.2% or so of the library scored in one or more.

1: O=C(NCCCN1CCOCC1)C1Cc2c(ccc3ccccc23)O1 (configuration not stated)
2: CCN1C(=O)[C@@H]2[C@@H](c3ccc(-c4ccccc4)cc3)N3CCCC[C@@]3(C(=O)OC)[C@@H]2C1=O
3: Cc1ccc2c(CN3CCOCC3)cc(=O)oc2c1
4: COc1ccccc1/C=C/C=N/n1c(C2CCCCC2)n[nH]c1=S
5: CCn1nnc(-c2ccccc2NC(=O)C(F)(F)F)n1

Screen / compound no.,1,2,3,4,5
LEDGF integ inh,-3,3,2,0,2
TDP2 absorb,14,-1,11,-12,-11
ASAP1 inh,5,-5,-8,-8,1
ARFGAP1 inhibitor,1,-10,-12,12,-19
ADAM10 inh,-12,11,-3,-21,-4
proKLK7 act,0.6,0.0,-0.7,-4.5,-1.0
PLC-gamma1 inh,1,-1,2,-7,6
DDE Tn7 FP inh,1,0,5,-16,5
ADAM17 inh,-7,0,0,2,2
Tn6 DDE FP,-4,0,-2,7,-6

6: Cc1c(C(=O)c2ccc(Cl)cc2Cl)cnc2cc3c(cc12)OCO3
7: Nc1ccccc1C#CC(=O)c1ccccc1
8: O=C(CC1C(=O)NCCN1Cc1ccc(F)c(F)c1)NCCCn1ccnc1 (configuration not stated)
9: C[C@H](CO)N1C[C@H](C)[C@H](CN(C)C(=O)Nc2cccc(F)c2)OCc2cnnn2CCCC1=O
10: COc1ccccc1NC(=O)/C(=C/c1ccncc1)NC(=O)c1ccccc1

Screen / compound no.,6,7,8,9,10
LEDGF integ inh,4,-3,2,-2,-1
TDP2 absorb,0,7,5,7,16
ASAP1 inh,-6,9,-2,-4,7
ARFGAP1 inhibitor,-2,-1,0,5,-3
ADAM10 inh,-5,-8,-6,-14,3
proKLK7 act,-0.1,-0.4,0.1,-0.1,-0.4
PLC-gamma1 inh,-12,-4,-4,1,-1
DDE Tn7 FP inh,-4,-4,5,0,-3
ADAM17 inh,-4,-2,-3,-4,1
Tn6 DDE FP,-11,12,-7,-3,-7

11: O=C(Nc1ccc(O)cc1)c1ccc2c(c1)C(=O)N(Cc1cccnc1)C2=O
12: O=C(COC(=O)c1ccc(F)cc1)Nc1nc2ccc([N+](=O)[O-])cc2s1
13: CC(=O)OCC(=O)C1(O)CCC2C3CC(F)C4=CC(=O)CCC4(C)C3C(=O)CC21C (configuration not stated)
14: Cc1ccc(CNC(=O)[C@]2(C)CCC[C@@]3(C)C4CC[C@@]5(C)C[C@]4(CCC32)CC5=O)cc1 (some centres not stated)
15: COc1ccc(NC(=O)COC(=O)CNC(=O)C2CCCCC2)cc1

Screen / compound no.,11,12,13,14,15
LEDGF integ inh,-7,-1,-2,0,0
TDP2 absorb,-6,0,-1,-4,9
ASAP1 inh,-6,-1,-3,-3,5
ARFGAP1 inhibitor,0,6,7,6,-16
ADAM10 inh,-8,4,-9,4,-1
proKLK7 act,-0.1,0.6,0.4,-0.1,-0.2
PLC-gamma1 inh,1,-2,2,1,0
DDE Tn7 FP inh,-7,8,-7,-3,0
ADAM17 inh,-1,-1,-6,2,-1
Tn6 DDE FP,2,3,-3,-9,0

5 structures already listed, sorted by number of heavy atoms, descending.
9: C[C@H](CO)N1C[C@H](C)[C@H](CN(C)C(=O)Nc2cccc(F)c2)OCc2cnnn2CCCC1=O
14: Cc1ccc(CNC(=O)[C@]2(C)CCC[C@@]3(C)C4CC[C@@]5(C)C[C@]4(CCC32)CC5=O)cc1 (some centres not stated)
11: O=C(Nc1ccc(O)cc1)c1ccc2c(c1)C(=O)N(Cc1cccnc1)C2=O
12: O=C(COC(=O)c1ccc(F)cc1)Nc1nc2ccc([N+](=O)[O-])cc2s1
15: COc1ccc(NC(=O)COC(=O)CNC(=O)C2CCCCC2)cc1

Screen / compound no.,9,14,11,12,15
LEDGF integ inh,-2,0,-7,-1,0
TDP2 absorb,7,-4,-6,0,9
ASAP1 inh,-4,-3,-6,-1,5
ARFGAP1 inhibitor,5,6,0,6,-16
ADAM10 inh,-14,4,-8,4,-1
proKLK7 act,-0.1,-0.1,-0.1,0.6,-0.2
PLC-gamma1 inh,1,1,1,-2,0
DDE Tn7 FP inh,0,-3,-7,8,0
ADAM17 inh,-4,2,-1,-1,-1
Tn6 DDE FP,-3,-9,2,3,0

Other results
16: Nc1nc(SCC(=O)c2ccc(Oc3ccccc3)cc2)n[nH]1
17: C/C(=C\c1ccco1)CN1CCN(Cc2ccc(C)o2)C(CCO)C1 (configuration not stated)
18: Clc1ccc(NN(Cc2ccncc2)c2ccc(Cl)cc2)cc1
19: COc1ccc(-c2c(-c3ccccc3OC)oc3ccccc23)cn1
20: CN(C)CCCNC(NC(=O)/C=C/c1ccccc1)C(Cl)(Cl)Cl (configuration not stated)

Screen / compound no.,16,17,18,19,20
LEDGF integ inh,-5,-5,-2,1,-2
TDP2 absorb,-1,-15,-16,-15,-7
ASAP1 inh,2,0,3,5,-5
ARFGAP1 inhibitor,0,-8,9,0,6
ADAM10 inh,6,-1,20,-51,-50
proKLK7 act,0.1,-0.5,-0.5,-1.4,0.6
PLC-gamma1 inh,-1,0,0,-20,-18
DDE Tn7 FP inh,-4,4,0,4,2
ADAM17 inh,3,-3,7,-6,-17
Tn6 DDE FP,8,-2,3,10,-2

21: CC(C)c1ccc(OCC(=O)N2CCN(c3ccccn3)CC2)c(Br)c1
22: COCCNC(=O)C1CCCN(Cc2ccc(Cl)cc2)CC1 (configuration not stated)
23: CCOc1cccc(-c2c(C(=O)N/N=C/c3sccc3C)nnn2-c2nonc2N)c1
24: Cc1cccc(-n2cnc(C(=O)NNC(=S)Nc3ccc(Cl)cc3)c2)n1
25: Cc1csc(=O)n1CC(=O)OCc1nnc(-c2ccc(Cl)cc2)o1

Screen / compound no.,21,22,23,24,25
LEDGF integ inh,2,4,1,-45,4
TDP2 absorb,-10,-15,4,-7,3
ASAP1 inh,-1,0,-1,14,-9
ARFGAP1 inhibitor,10,2,-18,3,-8
ADAM10 inh,5,6,7,-4,-5
proKLK7 act,-0.1,0.1,-3.7,0.1,0.1
PLC-gamma1 inh,-4,5,-6,-4,2
DDE Tn7 FP inh,-2,-15,1,-5,-3
ADAM17 inh,2,1,4,1,-3
Tn6 DDE FP,-2,0,-3,2,-5

26: Cn1c(N)c(C(=O)COC(=O)CCC2CCCC2)c(=O)n(C)c1=O
27: COc1cccc(CNC(=S)Nc2ccc3c(c2)c(=O)n(C)n3Cc2ccc(F)cc2)c1
28: CC1(C)Cc2noc(N)c2C(C)(C)N1OC(=O)c1ccco1
29: CCOc1cc2[nH]c(=O)n(CCC(=O)N3CCN(c4ccccc4OC)CC3)c(=O)c2cc1OCC
30: COc1ccc(-c2c(-c3ccccc3OC)sc3ccccc23)cc1F

Screen / compound no.,26,27,28,29,30
LEDGF integ inh,-5,-2,1,-1,-1
TDP2 absorb,-14,-5,-2,16,-1
ASAP1 inh,8,4,10,6,-7
ARFGAP1 inhibitor,1,13,5,-10,-15
ADAM10 inh,-2,i,-1,-4,-104
proKLK7 act,-0.7,-12,0.1,-0.2,-29
PLC-gamma1 inh,1,i,1,0,-26
DDE Tn7 FP inh,0,-1,0,8,2
ADAM17 inh,-6,-440,-5,-7,-20
Tn6 DDE FP,-3,-4,0,-1,0

31: NS(=O)(=O)c1ccc(CCNC(=O)c2cc(-c3ccco3)nc3ccccc23)cc1
32: Cc1ccc2c(c1)C(=O)CC1(CCCCCC1)O2
33: Cc1ccc(-c2csc3ncnc(NCCC(=O)O)c23)cc1C
34: CCC(c1nc2ccccc2[nH]1)n1c(-c2cnccn2)nc2ccccc21 (configuration not stated)
35: CCc1nnc(NS(=O)(=O)c2ccc(NC(=O)/C=C/c3ccccc3Cl)cc2)s1

Screen / compound no.,31,32,33,34,35
LEDGF integ inh,7,-1,-1,4,-7
TDP2 absorb,-11,-3,4,1,-4
ASAP1 inh,-5,7,2,9,8
ARFGAP1 inhibitor,-3,-3,4,-2,6
ADAM10 inh,-3,-15,0,-9,5
proKLK7 act,-1.1,-1.5,-0.4,-0.2,0.6
PLC-gamma1 inh,-17,-5,-3,-4,-5
DDE Tn7 FP inh,2,6,1,-1,6
ADAM17 inh,1,-8,0,-2,2
Tn6 DDE FP,-7,-1,0,-3,-10

36: CC1(C(=O)N(CC(=O)NC2CCCC2)Cc2ccco2)CC(=O)N=C2C=CC=CN21 (configuration not stated)
37: COc1ccc(C(C(=O)NCC2CCCO2)N(Cc2ccco2)C(=O)c2snc(C(N)=O)c2N)cc1OC (configuration not stated)
38: CCc1ccc(OCC(=O)Nc2cccc3nsnc23)cc1
39: CCN=C(NCC)SC1CC(=O)N(c2cccc(OCC)c2)C1=O (configuration not stated)
40: Oc1ccccc1C1N=C(c2ccccc2)NC(c2ccccc2)=N1

Screen / compound no.,36,37,38,39,40
LEDGF integ inh,1,5,2,1,0
TDP2 absorb,9,-19,0,4,11
ASAP1 inh,-1,-5,12,8,-15
ARFGAP1 inhibitor,6,-4,-10,-3,-7
ADAM10 inh,i,-93,-64,-5,0
proKLK7 act,2.4,1.6,-1.0,0.2,0.2
PLC-gamma1 inh,-94,-46,-140,1,2
DDE Tn7 FP inh,4,0,4,5,1
ADAM17 inh,-304,-34,-22,-3,-1
Tn6 DDE FP,0,2,-9,0,-1
